# Screening results: PubChem BioAssay, several laboratories
# KCNK3 inh – human KCNK3 channel inhibition, primary screen; CHO-KCNK3 thallium flux, FluxOR fluorescence; hits give low values; B-score at 10 µM; 340,000 tested, 0.84% active; AID 602410;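 active = B-score under library mean minus 4 SD, starting fluorescence ratio at most library mean plus 5 SD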;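 note: more negative B-score means stronger inhibition of thallium flux through KCNK3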
# Target sequence (O14649 whole entry, looked up): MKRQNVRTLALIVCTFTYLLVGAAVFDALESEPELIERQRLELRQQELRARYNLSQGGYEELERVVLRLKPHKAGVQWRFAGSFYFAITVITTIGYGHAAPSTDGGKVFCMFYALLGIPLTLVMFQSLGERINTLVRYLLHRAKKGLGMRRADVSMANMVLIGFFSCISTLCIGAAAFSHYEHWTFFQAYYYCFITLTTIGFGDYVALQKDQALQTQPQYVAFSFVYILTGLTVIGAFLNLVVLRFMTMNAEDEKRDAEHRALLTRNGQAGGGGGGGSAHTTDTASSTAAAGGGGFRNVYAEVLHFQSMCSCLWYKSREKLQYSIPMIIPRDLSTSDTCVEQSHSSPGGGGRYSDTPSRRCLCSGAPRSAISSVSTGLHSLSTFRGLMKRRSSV
# TMEM16A act – activators or potentiators of mouse TMEM16A chloride channel; AID 623877; Q8BHY3; 340,000 tested, 0.3% active; HEK293 TMEM16A/YFP-H148Q/I152L, iodide quench fluorescence; hits give low values; B-score at 10 µM;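 active = fluorescence-ratio B-score plate-corrected deviation score at least 3 library SD below zero, with starting fluorescence score within 5 deviations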;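 note: channel opened by trigger with iodide after compound preincubation; score built on the fluorescence ratio of max minus min over baseline; more negative score means more quench and so TMEM16A activation or potentiation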
# HDAC3 inh – human HDAC3 inhibition | O15379 | recombinant HDAC3, fluorogenic peptide/trypsin coupled, fluorescence | inhibition, % at 8.3 µM | 320,000 tested, 0.15% active | AID 2718; in the data active = inhibition above about 26%, passing the limit was not always enough; inconclusive = no clear call, values can overlap the other calls
# Target sequence (O15379 whole entry, looked up): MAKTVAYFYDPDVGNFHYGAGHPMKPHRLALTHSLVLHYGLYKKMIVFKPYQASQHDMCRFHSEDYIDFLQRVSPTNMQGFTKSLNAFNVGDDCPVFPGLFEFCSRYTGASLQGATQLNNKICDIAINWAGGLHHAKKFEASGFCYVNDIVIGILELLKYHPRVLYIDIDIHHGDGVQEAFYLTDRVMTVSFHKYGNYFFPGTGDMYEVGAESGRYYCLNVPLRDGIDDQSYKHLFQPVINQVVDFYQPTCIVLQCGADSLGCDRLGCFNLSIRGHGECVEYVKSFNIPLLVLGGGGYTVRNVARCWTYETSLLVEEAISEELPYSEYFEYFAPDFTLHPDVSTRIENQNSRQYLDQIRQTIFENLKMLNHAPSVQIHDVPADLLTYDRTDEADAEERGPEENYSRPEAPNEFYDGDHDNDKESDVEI
# The depositor's hits bear a star; i = inactive; ? = inconclusive. A portion of the library, so the mix of outcomes need not match the whole.
KCNK3 inh	TMEM16A act	HDAC3 inh	mol
i	i	8.3	Cc1c(C(=O)Nc2ccc(S(=O)(=O)Nc3ncccn3)cc2)oc2ccccc12
i	i	1.0	CN(Cc1nc2ccccc2c(=O)[nH]1)C(=O)c1cccc(S(=O)(=O)N2CCc3ccccc32)c1
i	i	1.4	Fc1c(F)c(F)c(SCn2cc(Br)cn2)c(F)c1F
i	i	2.2	COc1ccc(Cl)cc1NC(=O)COC(=O)Cc1cc(OC)c(OC)c(OC)c1
i	i	1.2	NS(=O)(=O)c1cc(C(=O)OCC(=O)Nc2ccc3[nH]c(=O)[nH]c3c2)ccc1Cl
i	i	-12.4	O=C(NC1CCS(=O)(=O)C1)c1ccc(Br)s1 (stereo not drawn)
i	i	0.1	O=C(COC(=O)/C=C/c1ccccc1)Nc1ccc2c(c1)OCCO2
i	i	-0.1	O=C(CCl)Nc1ccc(S(=O)(=O)NC2=NCCCCC2)cc1
i	i	4.0	COc1cc(NC(=O)CSc2nc3[nH]c(=O)cc(O)c3s2)cc(OC)c1OC
i	i	2.3	COc1ncc(C2=CC(=O)CC(C)(C)C2)cn1
i	i	0.7	COc1ccc(C(=O)NC(C(=O)OCC(=O)Nc2sccc2C(N)=O)C(C)C)cc1 (stereo not drawn)
i	i	1.2	CCCN(C(=O)CSc1nnc2ccccn12)C1CCS(=O)(=O)C1 (stereo not drawn)
i	i	-17.8	Cc1cc(=O)oc2cc(NC(=O)COc3cccc(C(F)(F)F)c3)ccc12
i	i	0.3	Cc1ccc(C(=O)CCC(=O)OCC(=O)Nc2ccccc2SCC#N)cc1
i	i	-3.1	Nc1c(C(=O)CSc2nc3ccccc3o2)c(=O)[nH]c(=O)n1C1CC1
i	i	-2.3	Cc1ccc(C)c(NC(=O)COC(=O)c2ccc3ccccc3n2)c1
i	i	-3.6	Cc1ccc(NC(=O)COC(=O)c2ccc(S(=O)(=O)N3CCCCC3)cc2)cc1
i	i	-6.0	O=S(=O)(c1ccc(F)cc1)N1CCN(C(=S)NC2CC2)CC1
i	i	31.5*	CCCCNc1c(-c2ccc(SC(C)CC)cc2)nc2cnccn12 (stereo not drawn)
-10.9*	i	0.0	Cc1ccc(C(=O)N(C)CC(=O)Nc2ccc(Cl)c(C(F)(F)F)c2)cc1S(=O)(=O)N1CCCCC1
i	i	-2.9	O=C(NCC(c1ccccc1Cl)N1CCCC1)C1CCN(C(=O)Nc2ccccc2)CC1 (stereo not drawn)
i	i	1.4	NS(=O)(=O)c1cccc(NC(=O)CSc2nnc(-c3ccccc3)o2)c1
i	i	-2.3	CC(C(=O)N1CCCC1)N(C)CC(=O)Nc1cccc(F)c1 (stereo not drawn)
i	i	3.9	O=C(COC(=O)c1ccccc1O)NC1CCCc2ccccc21 (stereo not drawn)
i	i	0.3	COc1ccc(NC(=O)COC(=O)c2ccc3c(c2)OCCO3)cc1OC
i	i	-12.7	C[C@@H](NC(=O)Cn1cnc2c(OCc3ccccc3)ncnc21)c1cccc2ccccc12
i	i	-2.3	C[C@@]12C(=O)N(Cc3ccccc3)CC(=O)N1[C@H]1c3ccccc3OC[C@@H]1[C@@H]2c1ccccc1
i	i	-5.2	Cc1nc2ccc(NC(=O)c3cccc(S(=O)(=O)N4CCOCC4)c3)cc2s1
i	i	-0.9	COc1ccc(S(=O)(=O)Nc2ccc3c(c2)C(=O)N([C@H](C)CO)C[C@H](C)[C@@H](CN(C)S(=O)(=O)c2c(C)noc2C)O3)cc1
i	i	1.5	CCOC(=O)[C@@H]1[C@H]2COc3cc(OC)ccc3[C@H]2N2C(=O)N(c3ccc(C)cc3)C(=O)[C@]12C
i	i	12.5	CCCN(C(=O)CSc1ncccn1)C1CCS(=O)(=O)C1 (stereo not drawn)
i	i	?	O=C(N/N=C/c1ccsc1)c1ccc2c(c1)OCO2
i	i	-6.1	COc1ccc(S(=O)(=O)N2CCCCC2)cc1NC(=O)c1ccc(Cl)nc1
i	i	-2.9	CN(Cc1ccc(C(C)(C)C)cc1)C(=O)C1CSC2(C)CCC(=O)N12 (stereo not drawn)
i	i	12.3	CC1CCN(C(=O)CN2C(=O)NC(C)(c3ccc4ccccc4c3)C2=O)CC1 (stereo not drawn)
i	i	2.7	O=C(Nc1cccc(Cl)c1)c1nc[nH]c1C(=O)NCCN(CCNC(=O)c1[nH]cnc1C(=O)Nc1cccc(Cl)c1)CCNC(=O)c1[nH]cnc1C(=O)Nc1cccc(Cl)c1
i	i	2.5	CN(C)S(=O)(=O)c1ccc(Cl)c(C(=O)OCC(=O)c2ccco2)c1
i	i	8.1	CN(C(=O)c1ccc(NC(=O)C2CCN(C(=O)OC(C)(C)C)CC2)cc1)C1CCC1
i	i	0.5	COc1cccc(CC(=O)Nc2cc(S(=O)(=O)N3CCOCC3)ccc2N2CCN(C)CC2)c1
i	i	-0.9	CC(C(=O)NCC(=O)Nc1ccc(F)c(F)c1F)N1CCN(c2ccc(O)cc2)CC1 (stereo not drawn)

# Exported with values under each structure: five of the compounds above.
# Every second line gives: KCNK3 inh	TMEM16A act	HDAC3 inh
- CCCN(C(=O)CSc1ncccn1)C1CCS(=O)(=O)C1 (stereo not drawn)
    i	i	12.5
- O=C(N/N=C/c1ccsc1)c1ccc2c(c1)OCO2
    i	i	?
- COc1ccc(S(=O)(=O)N2CCCCC2)cc1NC(=O)c1ccc(Cl)nc1
    i	i	-6.1
- CN(Cc1ccc(C(C)(C)C)cc1)C(=O)C1CSC2(C)CCC(=O)N12 (stereo not drawn)
    i	i	-2.9
- CC1CCN(C(=O)CN2C(=O)NC(C)(c3ccc4ccccc4c3)C2=O)CC1 (stereo not drawn)
    i	i	12.3

# Further records.
KCNK3 inh	TMEM16A act	HDAC3 inh	mol
i	i	-0.4	COc1cc(C(=O)N2CCCCC2)ccc1OCC(=O)Nc1ccc(F)cc1
i	i	-7.4	COc1ccc(CNC(=O)CCNS(=O)(=O)c2ccc(NC(C)=O)cc2)cc1OC
i	i	7.0	CCc1sc(C(=O)Nc2ccc(N3CCOCC3)cc2)cc1C
i	i	-1.8	COC(=O)c1ccc(/C=C/c2c(-c3ccc(OC)cc3)sc3ccccc23)cc1
i	i	2.9	O=C(Nc1ccc(Cl)cc1)c1nc[nH]c1C(=O)N1CCc2ccccc2C1
i	i	-2.2	O=C1C=C(c2ccc(F)nc2)C[C@@H](c2ccc3c(c2)OCO3)C1
i	i	-1.1	Cn1c(SCC(=O)NN2C(=O)NC(C)(c3ccccc3)C2=O)nnc1-c1ccncc1 (stereo not drawn)
i	i	-0.3	O=C(CSc1nnc(-c2cccs2)n1C1CC1)NCC1CCCO1 (stereo not drawn)
i	i	-0.2	C#CCOCCOCCOCCNc1nc(N2CCN(C(=O)[C@H](CCCCN)n3cc(CN)nn3)CC2)nc(N2CCN(C(=O)[C@H](CO)n3cc([C@@H](N)C(C)C)nn3)CC2)n1
i	i	8.6	O=C(COc1ccc(Cl)cc1Br)OCC(=O)c1ccc[nH]1
i	i	3.0	COc1cc(S(=O)(=O)Nc2ccccc2N2CCCCC2)ccc1NC(C)=O
i	i	7.9	O=C1c2ccccc2/C(=C\C#Cc2ccccn2)N1c1ccccc1
i	i	6.8	CC(C)(C)OC(=O)N1CCC(NC(=O)c2[nH]cnc2C(=O)Nc2ccccc2)CC1
i	i	-6.8	NS(=O)(=O)c1cc(C(=O)OCC(=O)Nc2ccc3c(c2)OCO3)ccc1Cl
i	i	8.6	CC1(NC(=O)CCc2ccccc2)CCN(CCCc2ccccc2)C1=O (stereo not drawn)
i	i	-21.1	COc1ccc(/C=C2\Oc3ccccc3C2=O)cc1
i	i	1.9	Cn1c(=O)c2c(ncn2CC(=O)Nc2cc(S(=O)(=O)N3CCCCC3)ccc2Cl)n(C)c1=O
i	i	-10.1	Cc1ccc(C(=O)OCC(=O)Nc2ccc3c(c2)OCO3)c(O)c1
i	i	-1.0	O=C(COc1cccc(Cl)c1Cl)NC1CC1
i	i	2.1	O=C(NN=Cc1ccc(N2CCOCC2)cc1)c1cc2ccccc2cc1O
i	i	8.0	Oc1cc(-c2ccncc2)cc2cccnc12
i	i	2.1	C[C@H](CO)N1C[C@H](C)[C@@H](CN(C)S(=O)(=O)c2cccs2)Oc2c(NC(=O)Nc3ccc4c(c3)OCO4)cccc2C1=O
i	i	7.2	Cc1ccc(NC(=O)CN(C)S(=O)(=O)c2ccc(Cl)s2)c(O)c1
i	i	-2.2	C[C@H](CO)N1C[C@H](C)[C@@H](CN(C)C(=O)Nc2ccccc2)Oc2c(NC(=O)c3ccncc3)cccc2C1=O
i	i	0.8	CC(=O)c1c(C)[nH]c(C(=O)CN2CCN(S(=O)(=O)c3ccccc3)CC2)c1C
i	i	3.2	CCC1(CC)NC(=O)N(CC(=O)OCC(=O)Nc2ccc(OC(F)(F)F)cc2)C1=O
i	i	-1.2	COc1ccc(S(=O)(=O)N2CCC(C(=O)NN3CCCCC3)CC2)cc1OC
i	i	12.1	O=C(CCC(=O)c1cccs1)OCc1ccc([N+](=O)[O-])cc1
i	i	-7.6	N#Cc1nc(Nc2cc(F)cc(F)c2)c2ncn(CC(F)F)c2n1
i	i	3.9	CCOC(=O)C1=CC[C@H]2c3c(c4ccccc4n3C)C(=O)C1N2C(=O)OC(C)(C)C
i	i	-5.4	CCN(CC(=O)Nc1ccc2c(c1)OCCO2)CC(=O)Nc1ccc(C)c(S(=O)(=O)N(C)C)c1
i	i	4.6	N#Cc1ccccc1NC(=O)COC(=O)/C=C/c1ccc(S(=O)(=O)N2CCOCC2)cc1
i	i	0.5	COc1cccc(NC(=O)CN(C)C(=O)Cc2c(C)nc3ccccc3c2C)c1
i	i	-10.0	Cc1nc(SCc2nc3c([N+](=O)[O-])cccc3[nH]2)c2oc3ccccc3c2n1
i	i	3.8	C[C@H]1CN([C@@H](C)CO)C(=O)c2cc(NC(=O)CCN3CCOCC3)ccc2O[C@H]1CN(C)C(=O)Nc1ccc(F)cc1
i	i	4.0	CC(C)=C[C@@H]1C[C@H](C)[C@H]2CC[C@H](C)c3c(O[C@@H]4O[C@@H](C)[C@@H](O)[C@@H](O)[C@@H]4O)c(O)c(C)c1c32
i	i	-2.4	NC(=O)NC(Cc1ccccc1)C(=O)N1CCN(S(=O)(=O)c2ccc(Cl)cc2)CC1 (stereo not drawn)
i	i	3.4	Nn1c(SCC(=O)N2CCOCC2)nnc1-c1cccnc1
i	i	4.3	CCCN(C(=O)c1ccc(-n2cncn2)c([N+](=O)[O-])c1)C1CCS(=O)(=O)C1 (stereo not drawn)
i	i	-1.0	COc1ccc(C(=O)NCC(c2ccccc2)N2CCCC2)cc1S(=O)(=O)N1CCOCC1 (stereo not drawn)
i	i	-0.7	Cc1nc(C)c(C(=O)OCC(=O)NCCc2ccc(S(N)(=O)=O)cc2)s1
i	i	0.4	Cc1cc(C)c(NC(=O)COC(=O)c2c(C)noc2C)c(Cl)c1
i	i	1.3	O=C(NCCc1c[nH]c2ccccc12)c1ccc(Br)o1
i	i	2.1	COC(=O)c1cc(Oc2ccc(S(=O)(=O)N3CCOCC3)cc2[N+](=O)[O-])cc(C(=O)OC)c1
i	i	0.7	Cc1ccc(S(=O)(=O)N2CCOCC2)cc1NC(=O)CN1C(=O)NC2(CCCC2)C1=O
i	i	-5.3	C=CCn1c(SCC(=O)N(C)C2CCCCC2)nnc1C1CC1
i	i	-1.3	O=C(N/C(=C/c1ccccc1Cl)C(=O)N1CCOCC1)c1ccccc1
i	i	-3.3	O=C(OCC(=O)N1CCCCC1)c1cccs1
i	i	1.7	Cc1cccn2c(=O)cc(COC(=O)C(C)Oc3ccccc3)nc12 (stereo not drawn)
i	i	-7.2	O=[N+]([O-])c1ccccc1S(=O)(=O)Nc1ccc(S(=O)(=O)N2CCCC2)cc1
i	i	0.8	C[C@H](CO)N1C[C@H](C)[C@@H](CN(C)S(=O)(=O)c2ccccc2)Oc2ccc(NS(=O)(=O)c3cn(C)cn3)cc2C1=O
i	i	3.8	O=C(Nc1cc(S(=O)(=O)N2CCOCC2)ccc1N1CCOCC1)c1ccccc1[N+](=O)[O-]
i	-8.15*	-1.0	CN(Cc1ccccc1)C(=O)c1[nH]cnc1C(=O)NCc1ccccc1
i	i	-1.4	O=C(Cn1cnc2ccccc2c1=O)NCCCN1CCCC1=O
i	i	-2.8	COc1ccc(S(=O)(=O)N2CCN(C(=O)CCc3c[nH]c4ccccc34)CC2)cc1
i	i	19.4	C=CC[C@@H](CC(=O)N[C@H](CO)Cc1ccccc1)C(=O)N[C@@H](COC(=O)[C@H](CC=C)CC(=O)OC(C)(C)C)Cc1ccccc1
i	i	0.9	CSc1ncccc1C(=O)OCC(=O)Nc1nc(C)c(Cl)cc1Cl
i	i	2.4	CCOc1ccc(C(=O)NCC(=O)N2CCCCCCC2)cc1
i	i	-2.3	O=C(COC(=O)CNC(=O)c1ccccc1Cl)Nc1cc(C(F)(F)F)ccc1Cl
i	i	1.3	CSc1ncccc1C(=O)OCC(=O)NCCCc1ccccc1

# Three structures out of the list, arranged by formula weight, low to high:
KCNK3 inh	TMEM16A act	HDAC3 inh	mol
i	i	-1.3	O=C(N/C(=C/c1ccccc1Cl)C(=O)N1CCOCC1)c1ccccc1
i	i	-2.8	COc1ccc(S(=O)(=O)N2CCN(C(=O)CCc3c[nH]c4ccccc34)CC2)cc1
i	i	19.4	C=CC[C@@H](CC(=O)N[C@H](CO)Cc1ccccc1)C(=O)N[C@@H](COC(=O)[C@H](CC=C)CC(=O)OC(C)(C)C)Cc1ccccc1

# Next records follow.
KCNK3 inh	TMEM16A act	HDAC3 inh	mol
i	i	9.8	CCCCn1nc(C(=O)NCC(c2cccs2)N2CCOCC2)c2ccccc2c1=O (stereo not drawn)
i	i	-1.3	NC[C@H](Cc1ccccc1)NCCCCC1CCCCC1
i	i	0.8	CC1CCCCN1C(=S)NC(=O)c1ccccc1 (stereo not drawn)
i	i	5.4	O=C(COC(=O)c1ccc(O)cc1)Nc1ccc(S(=O)(=O)N2CCCC2)cc1
